# GCN5L2 inh: inhibitors of human GCN5L2 histone acetyltransferase | Potency, µM (highest dose often 58.9 µM), without a hit: top-dose activity change, negative = inhibition, usual class: inhibitors | GCN5L2 HAT assay, ThioGlo1 CoA-SH fluorescence | actives 0.21% (n = 390,000) | AID 504327
# Target sequence (Q92830 whole entry, looked up): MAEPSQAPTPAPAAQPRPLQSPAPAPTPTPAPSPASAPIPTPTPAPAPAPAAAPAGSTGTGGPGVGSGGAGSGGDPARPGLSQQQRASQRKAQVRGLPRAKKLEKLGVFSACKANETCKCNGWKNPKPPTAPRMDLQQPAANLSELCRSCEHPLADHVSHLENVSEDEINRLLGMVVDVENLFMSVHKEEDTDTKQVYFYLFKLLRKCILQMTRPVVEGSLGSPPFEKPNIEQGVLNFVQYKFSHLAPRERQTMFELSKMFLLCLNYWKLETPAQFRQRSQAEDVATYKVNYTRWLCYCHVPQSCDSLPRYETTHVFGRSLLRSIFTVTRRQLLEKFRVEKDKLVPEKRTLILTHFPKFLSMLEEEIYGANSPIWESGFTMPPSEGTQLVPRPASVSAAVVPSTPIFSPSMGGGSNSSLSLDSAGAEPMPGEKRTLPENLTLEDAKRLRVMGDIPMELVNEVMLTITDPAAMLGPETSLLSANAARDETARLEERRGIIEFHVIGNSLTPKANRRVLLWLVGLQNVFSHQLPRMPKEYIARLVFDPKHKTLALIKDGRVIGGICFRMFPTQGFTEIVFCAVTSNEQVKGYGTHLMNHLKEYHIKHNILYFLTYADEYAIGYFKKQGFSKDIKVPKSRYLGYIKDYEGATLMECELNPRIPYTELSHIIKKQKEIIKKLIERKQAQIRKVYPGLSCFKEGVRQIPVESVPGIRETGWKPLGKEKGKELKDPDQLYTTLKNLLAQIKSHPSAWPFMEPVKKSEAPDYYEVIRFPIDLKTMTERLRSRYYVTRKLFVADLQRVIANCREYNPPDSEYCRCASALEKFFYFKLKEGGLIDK
#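 Compounds, pin-transferred from DMSO stocks, meet 20nM GCN5L2 for 15 min before the reaction begins with H3(1-25) peptide (75uM) and acetyl-CoA (70uM). Thiol-reactive ThioGlo1 reports CoA release over 20 min at room temperature.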
# N370S GC: N370S glucocerebrosidase modulation, Gaucher chaperone candidate; P04062; actives 0.092% (n = 330,000); Potency, µM (series often up to 59.4 µM), for inactives: at the highest dose activity change, negative = inhibition, hits mostly inhibitors; N370S GC spleen homogenate, 4MU-glucoside fluorescence;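 also: 0% = full enzyme activity and -100% = no enzyme basal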
# FEN1 inhibitor: human FEN1 inhibition. P39748. actives 0.35% (n = 390,000). Potency, µM (titrated, usually from 114 µM), for inactives: at the highest dose activity change, negative = inhibition, most hits filed as inhibitors. Recombinant FEN1 flap cleavage, fluorescence, 15 min; also: nearly all actives have a fitted effect of over 65% in size
#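 FEN1 at 10 nM, compound pretreatment for 15 min (room temperature), 50 nM final substrate to initiate; endpoint reads at 0 and 15 min; DMSO-only plates used as vehicle background.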
# Active calls of the source: *; ? = inconclusive; . = no result given; [ ] = dose if it differs, or a comment. Calls follow the shape of the dose curve; as a rule, active = well fitted curve in the direction sought with a large enough effect; inconclusive = small, poorly fitted or top-dose-only effect, or another doubt; inactive = no such curve, though single readings can be large; an effect the other way counts as inactive or inconclusive. Unless noted, % is scaled to controls: 0 for no effect and ±100 for the full control effect; potency is read from the fitted curve at half-maximal effect.
entry | Molecule | GCN5L2 inh | N370S GC | FEN1 inhibitor
1 | COc1ccc(NC(=O)c2cc(=O)[nH]c(=O)[nH]2)cc1S(=O)(=O)Nc1ccccc1Cl | -23% | 1% | -16%
2 | Cc1oc(-c2cccc(C(F)(F)F)c2)nc1CN1CCOCC1 | -6% | -9% | 4%
3 | O=C1CC2CCCN2C=C1I (centres undefined) | -2% | . | -19%
4 | CCCc1nnc(NC(=S)Nc2ccccc2)s1 | 1% | 3% | 4%
5 | COCCn1c(C)cc(C(=O)COC(=O)c2ccc(NC(=O)CC#N)cc2)c1C | -28% | 18% | -6%
6 | Cc1c(Cc2ccccc2)c(=O)oc2cc(OC(=O)c3ccccc3)ccc12 | -5% | ? | -2%
7 | Cc1c(CCOC(=O)CC23CC4CC(CC(C4)C2)C3)sc[n+]1CC(=O)c1ccccc1 | -5% | 7% | 10%
8 | CC1(C(=O)O)CCC(C(=O)Nc2ccc(OC(F)(F)Cl)cc2)C1(C)C (centres undefined) | -17% | -1% | -11%
9 | CC(=O)Nc1ccc(S(=O)(=O)N2CCN(C(C)CCc3ccccc3)CC2)cc1 (centres undefined) | -3% | . | -15%
10 | CCOc1ccc2nc(SCC(=O)c3ccc(O)cc3O)sc2c1 | -13% | -1% | 4%
11 | CC(NC(=O)Cc1ccccc1F)c1ccc(F)cc1 (centres undefined) | 1% | 6% | -10%
12 | CCN(CC)c1ccc2cc(NC(=O)CCC(=O)O)c(=O)oc2c1 | 20µM* | -14% | -1%
13 | CCC(CC)=NNc1ccc([N+](=O)[O-])cc1[N+](=O)[O-] | 0% | -1% | 16%
14 | O=C(NCc1ccc2c(c1)OCO2)C1CCC(CNS(=O)(=O)c2cccc3nsnc23)CC1 (centres undefined) | 0% | -8% | 22%
15 | CCOC(=O)CSC1=NC(=O)/C(=C/c2ccc(OC)cc2)S1 | 0% | -2% | -9%
16 | Cc1nc(C)c(-c2ccc(SCC(=O)Nc3cccc(F)c3)nn2)s1 | -2% | 4% | 3%
17 | CCCCN=C1NN=C(c2cc3ccccc3o2)CS1 | 3% | 1% | -10%
18 | Cc1ccc2nc(-c3ccc(NC(=O)COCC(=O)O)cc3)sc2c1 | 2% | 8% | -2%
19 | O=c1cc(/C=C/c2ccccc2)oc2c1ccc1ccccc12 | -8% | 19% | -6%
20 | CCCC(=O)Nc1nnc(SCC(=O)N2CCCCC2)s1 | -1% | -12% | 0%
21 | O=C(NC1CCCCCCC1)c1ccc(F)cc1 | 19% | -12% | -10%
22 | O=C(Cc1cccs1)Nc1ccc(S(=O)(=O)Nc2ncccn2)cc1 | -2% | 10% | ?
23 | CN(C)c1ccc(CNC(=O)CCNS(=O)(=O)c2cc(Br)cnc2N)cc1 | -4% | -6% | -18%
24 | O=C(c1cnc(Cl)c(Cl)c1)N1CCC(Cc2ccccc2)CC1 | -3% | -19% | -19%
25 | COc1cccc2cc(C(=O)NCc3ccc(Cl)cc3)c(=O)oc12 | -1% | 0% | 14%
26 | O=C(Cn1cnc2ccccc2c1=O)N1CCN(c2ccc(F)cc2)CC1 | 2% | 4% | 11%
27 | Nc1n[nH]c(N)c1N=Nc1cccc(F)c1 | -2% | -12% | 10%
28 | C=CCn1c(NS(=O)(=O)c2ccccc2)c(S(=O)(=O)c2ccc(C)cc2)c2nc3ccccc3nc21 | ? | 4% | -11%
29 | CCC(=O)NCCc1nc2cc(NC(=O)c3ccccc3Cl)ccc2n1C | -22% | -6% | 16%
30 | Cc1cccc(C2c3[nH]c4ccccc4c3CCN2Cc2cnn(-c3ccc(F)cc3)c2)n1 (centres undefined) | 8% | -18% | 7%
31 | COc1ccc2[nH]cc(C(=O)CNc3nc(C)cs3)c2c1 | -4% | ? | 2%
32 | O=C(CCn1cnnn1)NC1CCCN(Cc2ccccc2F)C1 (centres undefined) | -5% | 3% | -3%
33 | CC1CCCC(NC(=O)c2ccc3c(c2)OCO3)C1C (centres undefined) | -8% | 1% | 3%
34 | O=C(NCc1ccccc1Cl)c1cccc(C(F)(F)F)c1 | -5% | 17% | -15%
35 | O=C1N/C(=C/c2cccs2)C(=O)N1Cc1ccc(Br)cc1 | 1% | 14% | 2%
36 | CCOC(=O)c1cnn2c(C(F)(F)F)cc(-c3cn(C)nc3C)nc12 | -11% | 23% | 3%
37 | Cc1ccc2nc(NC(=O)CN3CCN(c4ccccn4)CC3)sc2c1 | -5% | 0% | -10%
38 | CC1CCCCC1NC(=O)c1cc2ccccc2o1 (centres undefined) | -14% | 8% | 1%
39 | C=CCn1c(=O)c2ccc(C(=O)NCc3ccccc3)cc2n(Cc2ccccc2Cl)c1=O | -8% | 17% | -17%
40 | O=C(CCC(=O)Nc1cccc([N+](=O)[O-])c1)N/N=C/c1cccs1 | -3% | -16% | 14%
41 | COC(=O)C1C(c2ccc(OC)c(OC)c2)NC(c2ccc(OC)c(OC)c2)C(C(=O)OC)S1(=O)=O (centres undefined) | -3% | 6% | -13%
42 | COc1ccc(NS(=O)(=O)c2ccc(NC(=S)NC(=O)c3ccc(Br)cc3)cc2)nn1 | 8% | 0% | -9%
43 | C=CCn1c(SCC(=O)N2CCCCC2)nc(O)cc1=O | -2% | -1%[12.8 µM] | 12%
44 | Cc1cc(N2CCN(c3ccc(F)cc3)CC2)n2cnnc2n1 | 0% | . | -7%
45 | Cn1nnnc1SCCCNCc1cccc(OCc2ccccc2)c1 | 1% | . | 20%
46 | COc1ccc(Oc2ncc3nc(-c4cccs4)c(=O)n(Cc4cccc(OC)c4)c3n2)cc1 | ? | 6% | .
47 | CC1CCCC(C)N1CCCNC(=O)CCn1c(=O)c2cccn2c2cccnc21 (centres undefined) | -12% | 0% | -11%
48 | COc1cccc(/C=N/NC(=O)c2ccc(CN3c4cccc5cccc(c45)S3(=O)=O)cc2)c1 | -10% | 4% | -4%
49 | O=C(c1csnn1)N1CCC2(CCCN(c3cccc(-c4ccccc4)c3)C2)CC1 | 2% | 6% | .
50 | COc1cc(CC(=O)N2CCN(S(=O)(=O)c3ccc(C)cc3)CC2)cc(OC)c1OC | -2% | . | 20%

# 4 structures from above, arranged by number of heavy atoms, smallest number first:
entry | Molecule | GCN5L2 inh | N370S GC | FEN1 inhibitor
33 | CC1CCCC(NC(=O)c2ccc3c(c2)OCO3)C1C (centres undefined) | -8% | 1% | 3%
36 | CCOC(=O)c1cnn2c(C(F)(F)F)cc(-c3cn(C)nc3C)nc12 | -11% | 23% | 3%
29 | CCC(=O)NCCc1nc2cc(NC(=O)c3ccccc3Cl)ccc2n1C | -22% | -6% | 16%
49 | O=C(c1csnn1)N1CCC2(CCCN(c3cccc(-c4ccccc4)c3)C2)CC1 | 2% | 6% | .

# Back to the main list, starting two compounds before the break.
# Under each structure – GCN5L2 inh, N370S GC, FEN1 inhibitor
49. O=C(c1csnn1)N1CCC2(CCCN(c3cccc(-c4ccccc4)c3)C2)CC1
    2%, 6%, .
50. COc1cc(CC(=O)N2CCN(S(=O)(=O)c3ccc(C)cc3)CC2)cc(OC)c1OC
    -2%, ., 20%
51. O=C(CN1C(=O)C2CCCCC2C1=O)OCC(=O)c1ccc(F)cc1 (centres undefined)
    2%, ., -10%
52. Cn1c(=O)c2sccc2n2c(CCCC(=O)Nc3ccccc3)nnc12
    -11%, -1%, -6%
53. COc1ccc(C(=O)Nc2ccc(C(=O)NCCc3ccc(OC)c(OC)c3)cc2)cc1
    1%, -15%, 19%
54. O=C(CN1C(=O)CCSc2ccccc21)Nc1cccc(F)c1
    -1%, 15%, 4%
55. CC(C)NC(=O)CC(=O)N/N=C/c1ccccc1F
    -8%, 4%, -5%
56. CCCCCN(C(=O)CCC(=O)OCc1ccc(C(C)C)cc1)c1c(N)n(CCCC)c(=O)[nH]c1=O
    -1%, 3%, -3%
57. COc1ccc(CN(C)C(=O)CCN=C2NS(=O)(=O)c3ccccc32)c(OC)c1
    1%, ., 15%
58. Cc1ccc([N+](=O)[O-])cc1NC(=O)CNC1CCCCC1
    -4%, -20%, 2%
59. Cc1ccc(C)c(N=C2CCCN2Cc2ccccc2)c1C#N
    -8%, 4%, -6%
60. O=S(=O)(Nc1ccc2nc(N3CCOCC3)sc2c1)c1ccc(Cl)cc1
    -13%, ., 12%
61. COc1cc(OC)c(NC(=O)N2CCCn3nc(C)cc32)cc1Cl
    -6%, ., 15%
62. Cc1ccccc1-c1nc(-c2ccc(NC(=O)c3cccs3)cc2)no1
    0%, 19%, -2%
63. COc1ccccc1/C=C/C=C(\C#N)C(=O)NC(C)c1ccccc1 (centres undefined)
    -13%, -5%, -7%
64. Cc1cc(C)c(C#N)c(N)n1
    -4%, -4%, 13%
65. CC1CCC2(CC1)NC(=O)N(CC(=O)N1CCN(S(=O)(=O)c3ccc4c(c3)CCC4)CC1)C2=O (centres undefined)
    -4%, ., 1%
66. CCCn1c(SCC(=O)NC)nc2sc3c(c2c1=O)CCC3
    -1%, -3%, -17%
67. c1cn2cc(CSC3CCCCC3)nc2s1
    -5%, 13%, 8%
68. CCN1C(=O)C2CCCCN2c2ccc(C(=O)NCCOC)cc21 (centres undefined)
    1%, -4%, -1%
69. CCN1CCC2(CCN(C(=O)c3cc(COc4cc(C)ccc4C)on3)C2)C1 (centres undefined)
    -20%, -2%, -5%
70. O=C(NCc1cccc(F)c1)C1CCC(=O)N(CCCN2CCOCC2)C1 (centres undefined)
    -19%, -2%, -2%
71. CCOC(=O)c1cc(-c2ccc(Cl)s2)[nH]n1
    -6%, 12%, 2%
72. COc1ccc(C(C(=O)Nc2ccc(F)cc2)N(C(=O)Cn2nnc3ccccc32)C2CC2)cc1 (centres undefined)
    -7%, 5%, -6%
73. COc1ccccc1NC(=O)c1ccc(-c2nc(COc3ccc(C)cc3)c(C)o2)cc1
    -3%, ., 0%
74. COc1cc(S(=O)(=O)Nc2cccnc2)ccc1Cl
    -16%, -3%, 6%
75. O=C(Cn1ccc(=O)[nH]c1=O)Nc1ccc(C(=O)O)c(O)c1
    0%, -5%, -5%
76. CCN1CCCC(OC(=O)c2cc(-c3ccccc3Cl)nc3ccccc23)C1 (centres undefined)
    -2%, -12%, -2%
77. O=C(Nc1ccc(Cl)cn1)c1ccc2nccnc2c1
    -17%, -2%, -8%
78. Cc1cc(NC(=O)c2ccc3c(c2)C(=O)N(Cc2ccccc2)C3=O)no1
    2%, 0%, -7%
79. C=CCOC(=O)/C(=C\c1ccccc1)NC(=O)c1ccc(C)cc1
    4%, 8%, -3%
80. O=c1[nH]c(SCC2CCCCO2)nc2ccccc12 (centres undefined)
    1%, 8%, -8%

# Pulled by structure from the entries so far (three):
# Under each structure – GCN5L2 inh, N370S GC, FEN1 inhibitor
74. COc1cc(S(=O)(=O)Nc2cccnc2)ccc1Cl
    -16%, -3%, 6%
71. CCOC(=O)c1cc(-c2ccc(Cl)s2)[nH]n1
    -6%, 12%, 2%
67. c1cn2cc(CSC3CCCCC3)nc2s1
    -5%, 13%, 8%

# Single records, from the list above. Order of screens: GCN5L2 inh	N370S GC	FEN1 inhibitor
# Shown for `CCCn1c(SCC(=O)NC)nc2sc3c(c2c1=O)CCC3` = -1%	-3%	-17%
# Shown for `CCC(CC)=NNc1ccc([N+](=O)[O-])cc1[N+](=O)[O-]` = 0%	-1%	16%
# Shown for `COc1ccc(NS(=O)(=O)c2ccc(NC(=S)NC(=O)c3ccc(Br)cc3)cc2)nn1` = 8%	0%	-9%

# (more compounds)
# Under each structure – GCN5L2 inh, N370S GC, FEN1 inhibitor
81. Cc1ccc(N2C(=O)CC(C)CC2=O)cc1
    2%, -3%, 1%
82. Cc1ccc(NC(=O)/C(=C/c2ccncc2)NC(=O)c2ccccc2)cc1
    -7%, 1%, 2%
83. CC1CCCN(C(=O)CSc2cnc3ccccc3n2)C1 (centres undefined)
    -1%, 11%, 13%
84. Cc1cc(=O)oc2c(C)c(OC(C)C(=O)Nc3ccc(N4CCC(C)CC4)cc3)ccc12 (centres undefined)
    -7%, -7%, 3%
85. CCOc1ccc(NC2=NC(C)(C)N=C(N)N2)cc1
    -5%, 3%, -2%
86. Cc1ccc(-n2c(C)cc(C(=O)Cn3nc(C(=O)O)c4ccccc4c3=O)c2C)cc1
    -5%, -13%, -6%
87. O=C(Cn1nc(Cl)nc1Cl)c1cc2ccccc2oc1=O
    -2%, 6%, -1%
88. CC(/C=N/NC(=O)c1cc(-c2cccnc2)nc2c1c(C)nn2-c1ccccc1)=C\c1ccccc1
    -15%, -2%, -7%
89. O=C(CSc1nnc(CNC(=O)c2ccccc2F)o1)Nc1ccc2c(c1)OCCO2
    -8%, 11%, -3%
90. Cc1ccc(N(CC(=O)NCCc2ccccc2)C(=O)CCC(=O)Nc2cc(C)ccn2)cc1
    -9%, -7%, -3%
91. Cc1cc(N2CCC(C)CC2)nc2ccc(NC(=O)Cc3ccccc3Br)cc12
    -4%, ., -13%
92. CCn1c(=O)c(=O)n(CC)c2cc(N3CCCCC3)c(NC(=O)c3ccc(OC)c(OC)c3)cc21
    -2%, ., -9%
93. CC(C)CN(C(=O)c1ccc(Br)o1)C1CCS(=O)(=O)C1 (centres undefined)
    -1%, -2%, -1%
94. Cc1nc2cc(N3CCOCC3)c(NC(=O)C3CC3)cc2c(=O)n1Cc1ccccc1
    -8%, 6%, 8%

# Assay outcomes (PubChem BioAssay)
